aSyn tox rescue: inhibitors of alpha-synuclein toxicity in yeast | Potency, µM (titrated, usually from 46.1 µM), without a hit: at the top dose growth rescue (activation), actives largely listed as activators | 94,000 compounds, 0.02% hits | S. cerevisiae alpha-synuclein toxicity rescue, BacTiter-Glo growth, 24 h; active = well fitted activation curve with a large enough effect; also: 0% is about no effect
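Growth restoration measured by BacTiter-Glo luminescence after 24 hr at 30 deg C; alpha-synuclein yeast, raffinose-pregrown to mid-log, were added at OD600=0.02 in galactose medium onto pinned compounds.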
Starred values were filed as active, the others as inactive; & = joins results of further samples; [ ] = remark or other dose. Potency is read from the fitted curve at half-maximal effect. These rows are one share of the data, so the mix of outcomes need not match the whole.

| Structure | aSyn tox rescue |
| --- | --- |
| CCOC(=O)c1ccc(NC(=O)Nc2cc3c(cc2N2CCCCC2)n(CC)c(=O)n3CC)cc1 | 1% |
| CCCCOC(=O)c1ccc(NC(=O)Cc2coc3ccc(C(C)C)cc23)cc1 | 6% |
| COc1ccc(-c2cc3nc(C)c(C)c(N4CCN(C(=O)c5ccoc5)CC4)n3n2)cc1 | -6% |
| CN(C)S(=O)(=O)c1cc(NC(=O)COC(=O)CCc2ccccc2)ccc1Cl | -6% |
| Cc1ccc(-c2cc(C(F)(F)F)n3nc(C(=O)Nc4ccon4)cc3n2)cc1C | 6% |
| COCCCn1c(=O)/c(=C\c2ccccc2OC(C)C)s/c1=C(/C#N)C(=O)Nc1ccc(C(=O)O)cc1 | -3% |
| COc1cc(OC)c(NC(=O)Cn2c(SCc3ccccc3F)nc3cccnc32)cc1Cl | 2% |
| O=C(CCc1ccccc1)NC1CC(=O)N(c2cccc(F)c2)C1 (stereo unspecified) | 2% |
| c1ccc2c(c1)nc(N1CCCCCC1)c1nncn12 | -1% |
| COCCCN1CN(Cc2ccco2)CNC1=S | 0% |
| O=C(Nc1ccc(-c2nc3cccnc3s2)cc1)c1cccnc1Cl | -4% |
| CCOC(=O)c1ccc(NC(=O)C2CCN(S(=O)(=O)c3ccc(C)cc3)CC2)cc1 | 2% |
| CCOc1ccc(NC(=O)C(=O)N/N=C/c2ccccc2F)cc1 | -5% |
| O=C(O)COc1ccc(Nc2ccccc2)cc1 | -19% |
| CCOc1cccc2sc(NC(=O)c3ccc(S(=O)(=O)N4CCc5ccccc54)cc3)nc12 | -4% |
| Cc1ccc(C)c(S(=O)(=O)N/N=C/c2ccc(C(=O)O)cc2)c1 | -8% |
| Cc1cccc(-c2nc(Nc3ccc(O)cc3)c3ccccc3n2)c1 | -3% |
| COc1ccc(NC(=O)CN2C(=O)C(c3ccc(C(C)(C)C)cc3)=NC2(C)C)cc1Cl | -9% |
| O=C(NC1CCCc2ccccc21)c1ccccn1 (stereo unspecified) | -45%[inhibitor] |
| COc1ccc(C(=O)NCCn2cc(SC(C)c3ccccc3)c3ccccc32)cc1OC (stereo unspecified) | 19% |
| Cc1ccc(C(=O)NCc2ccc3c(c2)CCO3)cc1C | 15% |
| O=S(=O)(Nc1cccc(CO)c1)c1cccs1 | 1% |
| COc1ccc(NC(=O)CN(C)C(=O)c2ccc3c(c2)CC(c2ccccc2)OC3=O)cc1 (stereo unspecified) | 8% |
| Cc1cc(C)cc(C(=O)Nc2cccnc2Cl)c1 | 5% |
| COc1ccc(CN2CCN(c3ncnc4sc5c(c34)CC(C)CC5)CC2)cc1F (stereo unspecified) | -9% |

(further entries)
| Structure | aSyn tox rescue |
| --- | --- |
| CC(=O)c1c(C)[nH]c(C(=O)COC(=O)CCOc2ccc(C)cc2)c1C | 3% |
| COC(=O)c1cccc(NC(=O)C2CCN(S(=O)(=O)Cc3ccccc3)CC2)c1C | -2% |
| COc1ccc(-n2cc(C(=O)Nc3cc(F)ccc3F)c3ccccc3c2=O)cc1 | -3% |
| CCOC(=O)c1c(C)n(S(=O)(=O)c2ccc(C)cc2C)c2ccc(NS(=O)(=O)c3ccc(C)cc3C)cc12 | -11% |
| O=C(CS(=O)(=O)c1ccccc1)Nc1ccccc1Br | 8% |
| COc1ccc(C(=O)NCC(=O)Nc2cccc(S(=O)(=O)NCc3ccco3)c2)cc1OC | 9% |
| CC(C)C1C(=O)N(Cc2cn(CCC3OCCO3)nn2)CCS(=O)(=O)N1Cc1ccc(-c2ccc(F)nc2)cc1 (stereo unspecified) | 2% |
| Cc1noc(C(=O)NC2CCCCC2)c1Cl | -3% |
| CCN1CCN(C(c2ccc(C)cc2)c2c(O)cc(C)n(Cc3ccco3)c2=O)CC1 (stereo unspecified) | -5% |
| O=C(Nc1ccc(Cl)cc1)C(NS(=O)(=O)c1cccs1)c1ccccc1 (stereo unspecified) | 3% |
| COc1ccc(-n2cc3ccc([N+](=O)[O-])cc3n2)cc1 | -7% |
| O=C(c1cccnc1)N1CCC(Oc2ccc(C(=O)N3CCCC(O)C3)cc2)CC1 (stereo unspecified) | -11% |
| COc1ccc(NC(=O)/C=C/c2ccc(Br)o2)cn1 | 0% |
| COc1ccc(CNC(=O)c2cc3cc(OC)ccc3oc2=O)cc1 | -5% |
| CCOC(=O)c1oc2ccccc2c1COC(=O)CNC(=O)c1ccc(C)cc1 | -3% |
| CN(C(=O)CSc1nncn1-c1ccccc1)C1CCS(=O)(=O)C1 (stereo unspecified) | 2% |
| O=c1ccc2cc(S(=O)(=O)NCc3ccc(Cl)cc3)ccc2[nH]1 | -4% |
| Cn1c(=O)[nH]c(=O)c2c1nc(N1CCCCC1)n2CCSc1nc2ccccc2o1 | -3% |
| COC(=O)c1sc(N2C(=O)c3oc4cc(C)c(C)cc4c(=O)c3C2c2ccccc2F)nc1C (stereo unspecified) | -2% |
| C[C@@H]1CN([C@H](C)CO)S(=O)(=O)c2ccc(C#CC3CCCC3)cc2O[C@H]1CN(C)C(=O)Cc1ccccc1 | -6% |
| CC(=O)Nc1cccc(NC(=O)Cc2csc(COc3cccc(C)c3)n2)c1 | 5% |
| O=C(CCCCCCCC(=O)NNC(=O)Nc1ccccc1)NNC(=O)Nc1ccccc1 | -1% |
| CCc1ccccc1NC(=O)C1CCCN(c2ncnc3onc(C)c23)C1 (stereo unspecified) | 5% |
| CCCn1c(SCC(=O)NC2CCCCC2)nnc1-c1ccco1 | -2% |
| O=C(COc1ccccc1)OCc1cc(=O)n2nc(C3CC3)sc2n1 | -8% |

Next section:
| Structure | aSyn tox rescue |
| --- | --- |
| Cc1ccc(S(=O)(=O)NCCSCc2ccco2)cc1 | 0% |
| Cc1ccc(NC(=O)CCNC(=O)Cn2cnc3ccccc3c2=O)cc1F | 9% |
| O=C(NCc1ccc2c(c1)CCN2C(=O)c1ccc(Cl)cc1)c1ccco1 | -3% |
| O=C(Nc1nc2n(n1)C(c1ccc(F)cc1)C=C(c1ccc(Cl)cc1)N2)c1ccc([N+](=O)[O-])cc1 (stereo unspecified) | 0% |
| CC(=O)Nc1ccc(C(=O)COC(=O)C2CC2C)c(F)c1 (stereo unspecified) | -12% |
| CC(=O)c1ccc(NC(=O)c2noc3c2CCCCC3)cc1 | 3% |
| CCN1C(C(=O)c2ccccc2)=C(OC(=O)C(C)C)c2ccccc2S1(=O)=O | 0% |
| CN(C)CCNC(=O)c1ccc2c(c1)N(Cc1ccccc1)C(=O)c1ccccc1S2(=O)=O | 4% |
| Cc1ccc2nc(NC(=O)c3nc(SCc4ccccc4F)ncc3Cl)sc2c1 | 7% |
| CC(C)c1ccc(OCC(=O)NC(Cc2c[nH]c3ccccc23)C(=O)O)cc1 (stereo unspecified) | 0%&6% |
| O=[N+]([O-])c1cccc(S(=O)(=O)Nc2ccc(Cc3ccncc3)cc2)c1 | -11% |
| COc1ccc(C2CC(=O)Nc3c2c(C)nn3-c2nncc(-c3ccccc3)n2)c(OC)c1OC (stereo unspecified) | -12% |
| CCOc1ccc(Nc2c(S(=O)(=O)c3ccccc3)cnc3ccc(CC)cc23)cc1 | 0% |
| COc1ccccc1Cn1cc(C(=O)c2ccc(C)cc2)c(=O)c2cc3c(cc21)OCCO3 | 3% |
| CCOc1cccc(CN2CCCC(C(=O)c3cccc(C(F)(F)F)c3)C2)c1O (stereo unspecified) | -13% |
| CC(C)NC(=O)CSc1nc2ccccc2c(=O)n1Cc1ccc(C(=O)NC(C)C)cc1 | 4% |
| COc1ccc(CCNC(=O)CSc2nc3ccccc3nc2Cc2ccc(C)cc2)cc1OC | 10% |
| CCOc1ccccc1CNC(=O)c1ccc(Cn2c(=O)c3cccn3c3cccnc32)cc1 | 8% |
| CCC1CCCCN1CCCNC(=O)c1ccc2c(c1)sc1nc(-c3ccc(F)cc3)cn12 (stereo unspecified) | 1% |
| COc1cc(OC)cc(C(=O)Nc2cccc(-c3cn4ccsc4n3)c2)c1 | -17% |
| CCn1c(=O)c2[nH]c(SC)nc2n(CC)c1=O | 2% |
| Cc1ccc(C)c(CN2C(=O)c3ccccc3S(=O)(=O)c3ccc(C(=O)N4CCCC4)cc32)c1 | 1% |
| O=C(NCc1ccccc1Cl)c1ccc2c(c1)N(Cc1ccccc1)CCS2 | 2% |
| CCc1ccc(CN2C(=O)c3ccccc3C2C(=O)NCc2cccnc2)cc1 (stereo unspecified) | 4% |
| COc1ccc(CNC(=O)CCN2C(=O)c3ccncc3C2=O)cc1OC | -2% |

(more compounds)
| Structure | aSyn tox rescue |
| --- | --- |
| COc1ccc(/C=N/NC(=O)C(C)n2cnc3ccccc3c2=O)cc1 (stereo unspecified) | -1% |
| CCCCC(CC)CNC(=O)C(=O)c1ccccc1NC(C)=O (stereo unspecified) | -1% |
| O=C(Nc1ccc(Br)cc1)C(Cc1ccccc1)NS(=O)(=O)c1cccc2nsnc12 (stereo unspecified) | -8% |
| COc1ccc(OC)c(NC(=O)CN(c2ccccc2OC)S(=O)(=O)c2ccc(C)cc2)c1 | 9% |
| CCN1C(=O)[C@H]2[C@@H](c3ccc(C)cc3)N[C@]3(CCCN(Cc4ccc(C(F)(F)F)cc4)C3=O)[C@H]2C1=O | 2% |
| CCCc1cc(=O)[nH]c(Nc2cc(C)ccc2OC)n1 | 2% |
| CNC(=O)COc1cccc(C(=O)NCc2ccccc2)c1 | -6% |
| Cc1ccccc1COc1ccc2oc(C)c(C(=O)O)c2c1 | 5% |
| COc1ccc(C(=O)Nc2ccc(S(=O)(=O)Nc3onc(C)c3C)cc2)c(OC)c1 | 8% |
| COc1ccccc1Nc1nn2c(=O)c3ccc(C(=O)NCCCOC(C)C)cc3nc2s1 | -1% |
| COc1cccc2c(=O)c3c(oc12)CCCC3 | -12% |
| CN1C(C(=O)Nc2ccc(OC(F)(F)F)cc2)=CC(c2ccc3c(c2)OCO3)=NS1(=O)=O | 19% |
| COc1cccc(-c2cc(C(=O)NCc3ccccc3)no2)c1 | -1% |
| Cc1ccc(NC(=O)CCn2cccn2)cc1Cl | 5% |
| O=C(CCCn1c(=O)[nH]c2ccccc2c1=O)NCc1ccccc1Cl | -10% |
| N#C/C(=C(/O)c1ccc([N+](=O)[O-])cc1)c1nnc2n1CCCCC2 | -5% |
| Cc1cc(C)cc(NC(=O)CSCc2cc(=O)c3ccc(C)c(C)c3[nH]2)c1 | 4% |
| CC(C)OCCCNC(=O)Cn1ccc2cc(S(=O)(=O)N3CCCCCC3)ccc21 | -10% |
| O=C(NCc1cccc(F)c1)C1=Cc2cc(Br)ccc2OC1 | -2% |
| Cn1c(=O)oc2cc(S(=O)(=O)NCCN3CCN(c4ccccc4)CC3)ccc21 | 3% |
| OC[C@H]1O[C@H](OCc2ccccc2)[C@H](O[C@@H]2OC[C@@H](O)[C@H](O)[C@H]2O)[C@@H](O)[C@@H]1O | 7% |
| CN(C)c1ccc(C(=O)C=Cc2ccc([N+](=O)[O-])cc2)cc1 | 7% |
| COc1ccc(NC(=O)CN(C)C(=O)C(NC(=O)c2ccco2)C(C)C)cc1 (stereo unspecified) | 2% |
| CC(NCc1ccc(OCc2ccc(Cl)cc2)cc1)C(O)c1ccccc1 (stereo unspecified) | -34%[inhibitor] |
| COC(=O)c1ccc(NC(=O)c2nc(-c3ccc(Cl)cc3)n3c2CCCCC3)cc1 | 5% |

Filtered by structure, the entries above containing a nitro group on carbon.
| Structure | aSyn tox rescue |
| --- | --- |
| COc1ccc(-n2cc3ccc([N+](=O)[O-])cc3n2)cc1 | -7% |
| O=C(Nc1nc2n(n1)C(c1ccc(F)cc1)C=C(c1ccc(Cl)cc1)N2)c1ccc([N+](=O)[O-])cc1 (stereo unspecified) | 0% |
| O=[N+]([O-])c1cccc(S(=O)(=O)Nc2ccc(Cc3ccncc3)cc2)c1 | -11% |
| N#C/C(=C(/O)c1ccc([N+](=O)[O-])cc1)c1nnc2n1CCCCC2 | -5% |
| CN(C)c1ccc(C(=O)C=Cc2ccc([N+](=O)[O-])cc2)cc1 | 7% |

Next records
| Structure | aSyn tox rescue |
| --- | --- |
| Cc1cc(Cl)ccc1NS(=O)(=O)c1c(C(=O)N2CCCCCC2)c(C)n(C)c1C | -6% |
| COCCCNc1ncnc2c1nnn2C | -7% |
| O=C(NCc1ccccc1Cl)c1ccc(Cn2c(=O)c3cccn3c3cccnc32)cc1 | -1% |
| COc1cccc(COC(=O)c2ccc(-c3nnn(Cc4cccc(OC)c4)n3)cc2)c1 | 2% |
| O=C(Cn1ccc(C(F)(F)F)n1)Nc1cccc(S(=O)(=O)N2CCCCC2)c1 | 8% |
| CC(C)N1CCN(C2CSCCSC2)CC1CCO (stereo unspecified) | 0% |
| COc1ccccc1NS(=O)(=O)c1cccc2nsnc12 | 4% |
| O=C(/C=C/c1cccc(F)c1)OCC(=O)N1CCCc2ccccc21 | 5% |
| COc1ccccc1OCCn1cc(C(=O)c2cccs2)c2ccccc21 | -6% |
| COc1ccc(CCC(=O)NCC2CCCCC2)cc1OC | -6% |
| CCSc1nnc(NC(=O)c2ccc(S(=O)(=O)N(C)C)cc2)s1 | 0% |
| CCCS(=O)(=O)C/C(N)=N/OC(=O)c1ccccc1Cl | 0% |
| CCCCCOc1ccc(Cn2c(=O)oc3ccccc32)cc1 | -6% |
| Cc1ccc2nc(SCC(=O)c3ccccc3)nc(=O)n2c1 | 3% |
| CN1C(=O)Cc2cc(S(=O)(=O)CCC(=O)N3CCN(c4ccccc4F)CC3)ccc21 | -5% |

Given with each value named: four of the compounds above.
CC(C)N1CCN(C2CSCCSC2)CC1CCO (stereo unspecified)
  aSyn tox rescue: 0%
CCCS(=O)(=O)C/C(N)=N/OC(=O)c1ccccc1Cl
  aSyn tox rescue: 0%
O=C(/C=C/c1cccc(F)c1)OCC(=O)N1CCCc2ccccc21
  aSyn tox rescue: 5%
Cc1ccc2nc(SCC(=O)c3ccccc3)nc(=O)n2c1
  aSyn tox rescue: 3%

Bioassay records from PubChem.
